# ERG-DNA inh = qHTS for Small Molecule Inhibitors of the ERG Ets/DNA interaction; hit rate 0.028% among 370,000; fluorescence polarization, His-ERG Ets domain / labelled DNA; AID 624246, 2012; Transcriptional regulator ERG (Homo sapiens), P11308; Potency, µM (top dose mostly 76.9 µM), for inactives: top-dose FP activity, negative = inhibition, usual class: inhibitors; active means well fitted inhibition curve with a large enough effect in the polarisation, with a control signal flat; inconclusive means small, poorly fitted or top-dose-only effect, or effect the other way, or a change in a side signal; inactive means no such curve, though single readings can be large or run the other way; the % refers to the polarisation;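 further: polarization taken with two DNA probes labelled with fluorescein and Texas red; % of control where 0% means no effect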
#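 His-tagged ERG Ets domain (1 uM in the protein solution; 300mM KCl, 50mM Tris-HCl, 1mM EDTA, 1mM DTT, pH 7.5) received compound, then a probe mix of 5 nM fluorescein-DNA and 100nM Texas-615-DNA. Fluorescence polarization was read for both dyes.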
# TrxR1 inh = qHTS Assay for Inhibitors of Mammalian Selenoprotein Thioredoxin Reductase 1 (TrxR1): qHTS | Thioredoxin reductase 1, cytoplasmic (Rattus norvegicus), O89049 | recombinant rTrxR1, NADPH fluorescence consumption, selenite substrate | Potency, µM (top dose mostly 114 µM), for the others: top-dose activity change, negative = inhibition, usual class: inhibitors | hit rate 1% among 390,000 | AID 588453, 2011; further: on the % scale 0 is the no-effect control and ±100 the full control effect; nearly all actives have a fitted effect of over 65% in size
# Target sequence (O89049 whole entry, looked up): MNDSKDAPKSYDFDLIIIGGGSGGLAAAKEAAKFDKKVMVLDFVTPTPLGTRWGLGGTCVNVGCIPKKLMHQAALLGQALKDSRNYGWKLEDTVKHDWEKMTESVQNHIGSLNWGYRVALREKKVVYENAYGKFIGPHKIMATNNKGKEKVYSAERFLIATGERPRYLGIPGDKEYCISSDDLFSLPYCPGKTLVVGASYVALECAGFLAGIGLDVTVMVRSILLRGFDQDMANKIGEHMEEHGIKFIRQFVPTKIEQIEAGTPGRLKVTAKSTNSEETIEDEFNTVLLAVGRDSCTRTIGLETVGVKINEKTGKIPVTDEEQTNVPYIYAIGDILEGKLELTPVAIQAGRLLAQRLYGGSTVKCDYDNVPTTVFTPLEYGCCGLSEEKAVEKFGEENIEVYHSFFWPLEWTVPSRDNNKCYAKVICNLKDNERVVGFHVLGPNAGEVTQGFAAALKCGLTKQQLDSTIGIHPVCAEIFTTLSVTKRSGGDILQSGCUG
#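 Rat TrxR1 (90 nM in the dispensed reagent) was pre-reduced with 400 uM NADPH for 5 min at room temperature, then incubated with compound for 15 min. After 400 uM selenite was added, NADPH fluorescence (Ex 340/Em 450 nm) was followed for 8 min.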
# Pin1 inh = qHTS Assay to Find Inhibitors of Pin1. Pin1 FP peptide displacement, HiFluor488, 10 min. AID 504891, 2011. Peptidyl-prolyl cis-trans isomerase NIMA-interacting 1 (Homo sapiens), Q13526. hit rate 0.009% among 390,000. Potency, µM (titrated, usually from 115 µM), without a hit: at the highest dose activity, negative = inhibition, actives largely listed as inhibitors; active means well fitted inhibition curve with a large enough effect in the polarisation, with a control signal flat, not every such curve was filed as active; inconclusive means small, poorly fitted or top-dose-only effect, or effect the other way, or a change in a side signal; inactive means no such curve, though single readings can be large or run the other way; the % refers to the polarisation; further: on the % scale 0 is the no-effect control and ±100 the full control effect
# ALOX12 inh = Primary qHTS assay for inhibitors of human arachidonate 12S-lipoxygenase (ALOX12): Round 2 | hit rate 1.1% among 580,000 | Potency, µM (top dose mostly 108 µM), for the others: top-dose activity change, negative = inhibition, usual class: inhibitors | purified 12hLO, xylenol orange hydroperoxide absorbance | Polyunsaturated fatty acid lipoxygenase ALOX12 (Homo sapiens), P18054; further: on the % scale 0 is the no-effect control and ±100 the full control effect
#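 Purified human 12hLO (150 nM final) in 25 mM Hepes, 0.01% Triton X-100, pH 7.0 was preincubated 15 min at room temperature with compound. Then 40 uM arachidonic acid was added, 30 min. Hydroperoxide was read by Fe-XO absorbance ratio 573/405 nm.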
# RGS4 inhibitor = Inhibitors of Regulator of G Protein Signaling (RGS) 4: qHTS | Transcreener GDP fluorescence polarization, RGS4-accelerated GTP hydrolysis | Potency, µM (highest dose often 114 µM), for inactives: at the top dose activity change, negative = inhibition, most hits filed as inhibitors | hit rate 0.039% among 390,000; further: on the % scale 0 is the no-effect control and ±100 the full control effect; nearly all actives have a fitted effect of over 75% in size; some results filed as inactive show a strong effect at the top dose
#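 MLSMR compounds (23 nl, pin-transferred) preincubated 10 min at room temperature with a 500nM (2x) first reagent, then RGS4 at 900nM (2x) plus Transcreener GDP mix added; fluorescence polarization (620/688 nm) read before and after 90 min at 30 °C.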
# HP1b chromo inh = HTS for Inhibitors of HP1-beta Chromodomain Interactions with Methylated Histone Tails. Chromobox protein homolog 1 (Homo sapiens), P83916. AlphaScreen HP1-beta / biotin-H3K9me3 peptide binding. AID 540317, 2011. Potency, µM (top dose mostly 114 µM), for the others: top-dose activity change, negative = inhibition, most hits filed as inhibitors. hit rate 0.56% among 390,000; further: nearly all actives have a fitted effect of over 70% in size; inactives centre near 23
#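 Compound inhibition of the preformed complex between 50 nM HP1-beta and 50 nM biotinylated H3K9me3 peptide was read by AlphaScreen. Buffer was PBS pH 7.4 with 0.01% Tween-20. Incubations ran 30 min at room temperature, with 10 ug/mL donor/acceptor beads.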
# JMJD2A Tudor inh = qHTS Assay for Inhibitors of JMJD2A-Tudor Domain; Lysine-specific demethylase 4A (Homo sapiens), O75164; AlphaScreen JMJD2A-Tudor / H3K4me3 peptide binding; Potency, µM (highest dose often 114 µM), inactives show at the top dose activity change, negative = inhibition, hits mostly inhibitors; hit rate 4.4% among 390,000; AID 504339, 2011; further: on the % scale 0 is the no-effect control and ±100 the full control effect; nearly all actives have a fitted effect of over 50% in size
# GLS inh = qHTS for Inhibitors of Glutaminase (GLS) | AID 624170, 2012 | GLS enzymatic activity, qHTS titration | hit rate 0.21% among 410,000 | Potency, µM (top dose mostly 45.5 µM), for inactives: top-dose activity change, negative = inhibition, usual class: inhibitors | Glutaminase kidney isoform, mitochondrial (Homo sapiens), O94925; further: on the % scale 0 is the no-effect control and ±100 the full control effect
#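 Assay buffer: 45 mM KH2PO4 pH 8.2, 0.02% Tween-20. hKGA acts on L-glutamine (1 mM solution added); product glutamate is reported by an oxidase/peroxidase Amplex Red coupling, with fluorescence taken at baseline and 30 min.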
# PGK inhibitor = qHTS Assay to Find Inhibitors of Phosphoglycerate Kinase; Phosphoglycerate kinase, glycosomal (Trypanosoma brucei brucei), P07378; PGK/GAPDH coupled, Kinase-Glo luminescence, 60 min; Potency, µM (titrated, usually from 57.5 µM), for inactives: at the top dose activity change, negative = inhibition, usual class: inhibitors; hit rate 0.043% among 380,000; further: on the % scale 0 is the no-effect control and ±100 the full control effect; nearly all actives have a fitted effect of over 60% in size
# Target sequence (P07378 whole entry, looked up): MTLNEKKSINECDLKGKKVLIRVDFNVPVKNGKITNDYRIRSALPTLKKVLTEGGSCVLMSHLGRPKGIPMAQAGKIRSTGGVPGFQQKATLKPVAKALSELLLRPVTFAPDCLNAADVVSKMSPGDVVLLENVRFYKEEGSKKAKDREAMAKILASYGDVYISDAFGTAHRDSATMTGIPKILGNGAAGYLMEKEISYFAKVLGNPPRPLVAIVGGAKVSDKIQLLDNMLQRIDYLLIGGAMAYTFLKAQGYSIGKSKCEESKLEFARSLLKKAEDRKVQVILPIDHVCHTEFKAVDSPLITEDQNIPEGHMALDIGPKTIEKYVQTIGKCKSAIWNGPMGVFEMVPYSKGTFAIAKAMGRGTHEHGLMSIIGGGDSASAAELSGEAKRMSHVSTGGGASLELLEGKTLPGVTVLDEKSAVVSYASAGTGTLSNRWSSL
#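 Recombinant glycosomal PGK reaction used 1,3-bisphosphoglycerate generated in-well by GAPDH (100nM final) in 100mM TEA pH 7.6, 5mM MgCl2, 0.01% Tween-20. After 60 minutes at room temperature, ATP was read by Kinase-Glo Plus luminescence end-point.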
# * hit, by the source's call; i = inactive; ? = inconclusive; . = no result given; & = joins results of further samples; [ ] = dose if it differs, or a comment. Unless noted, the call rests on the fitted dose curve; in most records, active means well fitted curve in the direction sought with a large enough effect; inconclusive means small, poorly fitted or top-dose-only effect, or another doubt; inactive means no such curve, though single readings can be large; an effect the other way counts as inactive or inconclusive. Potency means the concentration at half of the fitted maximal effect. Not all compounds are listed; count on the stated rates, not on these rows.
SMILES,ERG-DNA inh,TrxR1 inh,Pin1 inh,ALOX12 inh,RGS4 inhibitor,HP1b chromo inh,JMJD2A Tudor inh,GLS inh,PGK inhibitor
CCOc1ccc(NS(=O)(=O)c2ccc(C(=O)NCC(c3ccco3)N(C)C)cc2)cc1 (configuration not stated),-4%,8%,-6%,0%,15%,0%,-18%,8%,2%
Cc1c(Cl)cccc1NC(=S)NNc1ncc(C(F)(F)F)cc1Cl,2%,-7%[2.29 µM],-2%,-15%,-23%,-12%,-31%,8%,-3%
COc1ccc(-n2nc3c(N4CCCC(C(=O)NCCc5ccccc5C)C4)nnc(C)c3c2C)cc1 (configuration not stated),-6%,10%,?,-3%,-20%,34%,-11%,-3%,-8%
O=C(Nc1ccccn1)c1cc2ccccc2cc1O,-1%,-7%,4%,.,?,24%,-11%,-4%,-4%
O=C(CCC(=O)OC(C(=O)c1ccccc1)c1ccccc1)Nc1ccccc1 (configuration not stated),-2%,1%,1%,-10%,-31%,15%,-13%,-5%,-14%
O=C(c1ccnc(Cl)c1)N1CCCC(N2CCN(c3ccccc3F)CC2)C1 (configuration not stated),-6%,2%,2%,-3%,32%,29%,-9%,-2%,-6%
O=C(c1cc(-c2ccc(O)cc2)on1)N1CCN(c2ccccc2)CC1,1%&3%,18%[57.1 µM],-11%&-1%,6%&-3%,?,-22%&-9%,56µM*,14%&9%,1%&-6%
O=C(O)[C@H]1CCCC[C@H]1C(=O)Nc1ccc(S(=O)(=O)N2CCCCC2)cc1,-14%,27%,-9%,-2%,2%,37%[activator],0%,2%,-12%
COc1cc(/C=N\n2cnnc2)ccc1OCC(=O)Nc1ccc(C)cc1,4%,3%[57.1 µM],-4%,371%[activator][57.4 µM],-16%,36%,-19%,11%,-11%
COc1ccccc1-c1cc(C(=O)Nc2c(C)nn(Cc3ccc(Cl)cc3)c2C)no1,2%,9%,5%,?,5%,17%,-13%,-8%,-2%
COc1ccc(C2(c3ccc(OC)cc3)NC(=O)N(CC(=O)N(C)C3CCC(C)CC3)C2=O)cc1 (configuration not stated),-9%,12%,1%,-18%,19%,-4%,-32%,5%,-4%
O=C(C1CC1)N1CCc2sccc2C1c1ccc(Cl)cc1 (configuration not stated),-1%,-21%,-1%,?,11%,32%,6%,10%,-7%
Cn1ccnc1C(O)c1ccc(OCc2ccccc2)cc1 (configuration not stated),7%,-7%,-3%,5%,13%,21%,-31%,0%,2%
CCOC(=O)c1cnc(SC)nc1Sc1ccc(Cl)cc1Cl,-9%,12%[57.1 µM],0%,0%,27%,170%[activator],73%[activator],0%,1%
CCCOC(=O)CCCC[C@H]1SC[C@@H](NC(=O)OC)[C@H]1NC(=O)OC,-5%,13%,0%,0%,20%,41%[activator],-10%,6%,-7%
COCCNC(=O)c1ccc(NS(=O)(=O)c2ccc3[nH]c(=O)[nH]c3c2)cc1,-3%,-11%,-2%,-2%,-2%,7%,-15%,5%,-4%
CCC(=O)N1CCc2cc(S(=O)(=O)NCCC(=O)Nc3ccc(N(CC)CC)cc3C)ccc21,-7%,9%,1%,0%,9%,-14%,?,36%[activator],i
CCN(CC(=O)Nc1ccccc1OC)C(=O)c1ccccc1Sc1ccccc1C#N,13%,16%,?,423%[activator],-12%,47%[activator],-7%,-5%,i
O=C1NN(c2ccccc2)C(=O)/C1=C/c1coc2ccccc2c1=O,-3%,?,?,?,?,8%,-27%,-3%,-5%
O=C(NCC(c1ccco1)N1CCc2ccccc2C1)c1ccc(Cl)c([N+](=O)[O-])c1 (configuration not stated),6%,1%,-7%,?,-9%,-25%,?,4%,-12%
O=c1[nH]c(/C(Cl)=C/c2cccc(C(F)(F)F)c2)nc2cc(Cl)ccc12,15%,35%,9%,11%,-11%,11%,3%,-10%,-1%
CNC(=S)NNC(=O)c1cccc(N(C)C)c1,0%,14%[57.1 µM],-1%,13%,2%,22%,-11%,19%,-5%
Cc1ccc2nc(CSc3nnc(Nc4ccccc4C)s3)cc(=O)n2c1,-9%,-2%,5%,-3%,-26%,24%,-6%,11%,-1%
COC(=O)CCn1cnc2onc(-c3cc(F)cc(F)c3)c2c1=O,4%,17%,-6%,-23%,-1%,35%[activator],-6%,-13%,-6%
O=C(/C=C/c1ccccc1)C1C(=O)c2ccccc2C1=O,4%,-13%,0%,-23%,4%,15%,-13%,-5%,7%
O=Cc1ccccc1Oc1nc(N2CCOCC2)nc(N2CCOCC2)n1,8%,-23%,5%,-25%,-1%,30%,-6%,18%,4%
Nc1nc(CSC(=S)N2CCN(c3ccccc3)CC2)nc(Nc2ccccc2)n1,5%,20%,5%,4%,16%,-16%,?,16%,-6%
CCSc1ccccc1C(=O)Nc1ccc(-c2nc3ccccc3s2)c(O)c1,1%,26%[57.1 µM],31%[activator],-19%,7%,37%[57 µM],1%,-6%,-3%
COC(=O)c1cn(NC(=O)COc2ccc(Cl)cc2)c(=O)c2ccccc12,18%,3%[57.1 µM],6%,7%,11%,45%[activator],-8%,-2%,3%
Cc1ccc(CN2CCN(CC(=O)N/N=C/c3c[nH]c4ccccc34)CC2)cc1,9%,13%,5%,?,1%,43%[activator],-1%,-9%,2%
CCC1(C)Cc2ccccc2-c2c1c(=O)n(Cc1ccccc1)c1nnnn21 (configuration not stated),4%,13%,2%,3%,10%,18%,4%,8%,-18%
Cc1ccc(NC(=O)[C@H](C)NC(=O)C2CCN(C(=O)[C@@H](NC(=O)OC(C)(C)C)C(C)C)CC2)cc1,-11%,4%[57.1 µM],3%,0%,-5%,20%,-13%,-6%,-10%
Cc1ccc(-n2nc3c(N4CCC(C(=O)NCc5ccc(C)o5)CC4)nnc(C)c3c2C)cc1,10%,23%[57.1 µM],88%[activator],2%,-17%[56.9 µM],42%[activator],45µM*,-49%,-4%
CCOC(=O)Cc1csc(NC(=O)c2c(O)c3c(n(CC(C)C)c2=O)CCCC3)n1,9%,?,1%,72%[activator],-13%,64%[activator],-4%,-3%,-7%
CC(=O)Nc1ccc(-n2c(C)ccc2-c2ccccc2)cc1,3%,?,1%,?,-2%[56.9 µM],-1%,-28%,28%,3%
Cc1ccc(NC(=O)OCc2cncs2)cc1,9%,11%,1%,3%,-11%,46%[activator],1%,-2%,-5%
CC(NC(=O)CCSc1nc(-c2ccco2)cc(C(F)(F)F)n1)c1ccccc1 (configuration not stated),1%,?,36%[activator],?,5%,67%[activator],-14%,?,0%
OC1CCCN(c2c3c(nc4cc(-c5cccc(Cl)c5)nn24)CCC3)C1 (configuration not stated),.,-32%,23%,-11%,-31%,25%,0%,-3%,-6%
COc1cccc(N2CCN(C(=O)c3cc(-c4ccccc4)nc4c3cnn4C(C)C)CC2)c1,6%,8%,12%,21%,-9%,-17%,?,5%,4%
CCCn1c(Cc2ccccc2)nnc1SCC(=O)N1CCOCC1,-9%,0%[57.1 µM],-1%,8%,4%,23%,-12%,5%,-2%
CCn1cc(/C=N\NC(=O)c2ccc(F)cc2)cn1,27%,5%[57.1 µM],0%,-2%,-4%,55%[activator],8%,-6%,1%
CCOC(=O)N1CCN(C(=O)Cn2nc(C)n3nc(-c4ccccc4)cc3c2=O)CC1,2%,26%,5%,-2%,34%[11.4 µM],44%[activator],-15%,5%,0%
Cc1cc(=O)oc2c(CN3CCN(C)CC3)c(O)c(Cl)cc12,-5%,?,-1%,210%[activator],18%,27%,-7%,32%[activator],-1%
CCN(CC)CCSc1nnc2c3cc(F)ccc3n(Cc3ccccc3)c2n1,0%,-10%[57.1 µM],6%,12%,-36%,-15%,-25%,0%,7%
CC(NCCc1ccc(S(N)(=O)=O)cc1)C(=O)NCCc1ccc(F)cc1 (configuration not stated),5%,19%,1%,?,30%,?,25µM*,2%,i
COc1cccc(CSc2nnc(-c3ccncc3)n2C)c1,9%,27%,-1%,-1%,-8%,46%[activator],-10%,5%,i
Cc1ccc(F)c(CNC(=O)C2CCC(=O)N(Cc3ccccn3)C2)c1F (configuration not stated),6%,1%,3%,0%,28%[11.4 µM],21%,-34%,0%,-1%
CCOC(=O)C1=C(c2ccccc2)Nc2ncnn2C1c1cc(OC)ccc1OC (configuration not stated),0%,-7%[57.1 µM],0%,-9%,-10%,31%,-16%,0%,i
O=C(CN1CCOCC1)Nc1ccc2c(c1)OC(F)(F)O2,4%,15%,-1%,-5%,11%,-1%,-8%,2%,-4%
